# Screens (PubChem)
# PPARg SRC-1 ag: PPARgamma-driven SRC-1 recruitment agonism; AID 631; PPARgamma-SRC-1 coactivator recruitment biochemical assay; activation, % at 8 µM; P37231; 0.41% of 200,000 active; in the data active means activation above about 19%;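 further: 0% = DMSO and 100% = reference agonist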
# Target sequence (P37231 whole entry, looked up): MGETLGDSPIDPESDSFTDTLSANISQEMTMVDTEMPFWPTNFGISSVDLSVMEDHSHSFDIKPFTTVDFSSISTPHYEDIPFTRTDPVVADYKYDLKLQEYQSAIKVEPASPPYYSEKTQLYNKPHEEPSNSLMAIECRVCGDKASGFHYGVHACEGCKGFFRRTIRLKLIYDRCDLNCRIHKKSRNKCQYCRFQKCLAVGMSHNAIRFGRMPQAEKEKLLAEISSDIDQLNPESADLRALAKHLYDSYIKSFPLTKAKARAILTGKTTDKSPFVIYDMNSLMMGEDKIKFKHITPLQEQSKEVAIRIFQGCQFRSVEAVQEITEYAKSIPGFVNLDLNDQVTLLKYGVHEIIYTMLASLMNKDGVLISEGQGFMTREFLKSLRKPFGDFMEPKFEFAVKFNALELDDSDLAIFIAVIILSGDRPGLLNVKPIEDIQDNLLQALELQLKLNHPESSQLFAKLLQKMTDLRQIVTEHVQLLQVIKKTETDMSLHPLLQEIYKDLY
# Diaph act CS: diaphorase activation or chemical reduction counter-screen; AID 1229; 0.005% of 190,000 active; Diaphorase/resazurin coupled assay, resorufin fluorescence, 16 min; active compounds read high; 1 = vehicle wells, 0 = NADH-free wells; activation factor at 20 µM;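 active means diaphorase activity raised at least twofold by the compound at 20 µM; inactive means activation factor below 2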
#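 Material: purified diaphorase enzyme from Clostridium kluyveri / Medium: HEPES pH 7.4 buffer with MgCl2 and Tween 20 / Schedule: enzyme reaction of 16 min at room temperature / Measured by: resorufin fluorescence, excitation 544 nm, emission 590 nm / Evaluation: rise in resorufin formation, marking diaphorase activation or chemical reduction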
# PPARg SRC2 recr: promotes SRC-2 coactivator recruitment by human PPARgamma | 0.34% of 200,000 active | PPARgamma LBD-SRC-2 recruitment, biochemical | activation, % at 8 µM; in the data active means activation above about 22%;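 further: 0% = vehicle and 100% = reference agonist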
# Diaph inh CS: inhibits diaphorase or chemically oxidizes, flagging diaphorase assay artifacts; diaphorase resazurin-to-resorufin fluorescence, NADH, 16 min; bacterial (C. kluyveri) enzyme, not human; inhibition, % at 20 µM; 0.69% of 190,000 active; AID 1217;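 active means primary screen inhibition at 20 µM above a set limit, cut at about 50% in these data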;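 further: plate controls were DMSO with full reaction for no effect and wells lacking NADH for full effect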
#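 System: Diaphorase enzyme from Clostridium kluyveri | Amount: Enzyme working solution with 0.14 U/mL diaphorase | Benchmarks: No-NADH positive control and DMSO neutral control | Signal: Fluorescence of resorufin formed from resazurin, Ex 544/Em 590 nm | Schedule: 16-min room-temperature incubation before reading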
# ROMK mod: modulates human ROMK potassium channel activity. 2% of 130,000 active. B-score at 10 µM. Tet-inducible ROMK, thallium flux fluorescence; actives lie on both sides. P48048;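 active means signal ratio slope over the read window, or its plate-corrected B-score, at least 3 SD from the plate mean, either direction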;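 further: B-score of the F/F0 ratio slope over 7 to 12 s after thallium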
# G6PDH counter: L. mesenteroides G6PDH inhibition counter-screen; inhibition, % at 5 µM; AID 1020; Purified L. mesenteroides G6PDH, diaphorase/resazurin coupled fluorescence, 45 min; 0.12% of 200,000 active; in the data active means inhibition above about 50%
# PMI activator: phosphomannose isomerase (human) activation; P34949; 0.005% of 190,000 active; purified human PMI, coupled resazurin fluorescence, 20 min; active compounds read high; 1 = vehicle control, 0 substrate-free wells; activation factor at 20 µM;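 active means activation factor of 2 or more at 20 µM, relative to plate controls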
# SRC2 TRFRET art: counter-screen for PPARgamma SRC-2 recruitment agonists: TR-FRET artefact; 0.4% of 200,000 active; TR-FRET ratio at 8 µM; AID 1049; active compounds read high; in the data active means TR-FRET ratio above about 2000; further: inactives centre near 1500
# PMI act hi M6P: activators of human phosphomannose isomerase at near-saturating mannose 6-phosphate; P34949; coupled PMI enzyme assay, resazurin fluorescence, 20 min; active compounds read high; 1 = untreated enzyme, 0 = substrate-free blank; activation factor at 20 µM; 0.34% of 190,000 active; AID 1216;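 active means activation factor of 2 or more at 20 µM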
#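 Test system: human phosphomannose isomerase with PGI, G6PDH, diaphorase coupling enzymes; amount: 15 ng/mL PMI; incubation: enzyme reaction with compound 20 min at room temperature; technique: resorufin fluorescence (Ex 544/Em 590 nm) from resazurin via diaphorase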
# S1P3 antag: blocks the human S1P3 receptor; Q99500; CHO S1P3 NFAT-BLA reporter, FRET fluorescence, antagonist mode; inhibition, % at 4.98 µM; 0.27% of 170,000 active; AID 485;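 active means inhibition above the plate cutoff, the mean inhibition of test wells on that plate plus 3 SD, cut at about 28% in these data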;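 further: cells challenged with S1P at its EC80 of 0.8 µM; blue over green emission ratio from cleaved BLA substrate after 4 h stimulation; 0% = S1P-stimulated wells and 100% = unstimulated DMSO-only wells; some compounds past the cut are filed as inactive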
# Target sequence (Q99500 whole entry, looked up): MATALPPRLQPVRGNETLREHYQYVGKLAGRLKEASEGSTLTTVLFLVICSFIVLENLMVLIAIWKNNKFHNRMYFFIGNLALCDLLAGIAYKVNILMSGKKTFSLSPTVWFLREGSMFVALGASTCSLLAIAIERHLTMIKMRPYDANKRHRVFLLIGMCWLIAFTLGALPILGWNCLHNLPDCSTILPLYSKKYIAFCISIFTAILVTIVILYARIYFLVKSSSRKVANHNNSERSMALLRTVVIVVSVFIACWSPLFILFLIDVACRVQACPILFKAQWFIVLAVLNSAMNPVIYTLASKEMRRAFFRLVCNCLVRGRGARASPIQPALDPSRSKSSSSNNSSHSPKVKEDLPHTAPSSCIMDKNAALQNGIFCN
# PPARg SRC3 recr: PPARgamma-driven SRC-3 recruitment agonism; 0.26% of 200,000 active; AID 731; activation, % at 8 µM; biochemical PPARgamma/SRC-3 coactivator recruitment assay; in the data active means activation above about 23%;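 further: 0% = DMSO and 100% = reference agonist; some compounds past the cut are filed as inactive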
# Numbers without * were called inactive; nt = no result given.
SMILES,PPARg SRC-1 ag,Diaph act CS,PPARg SRC2 recr,Diaph inh CS,ROMK mod,G6PDH counter,PMI activator,SRC2 TRFRET art,PMI act hi M6P,S1P3 antag,PPARg SRC3 recr
O=C1OC(c2cccc([N+](=O)[O-])c2)C2(CCCC2)C(=O)C12CCCCC2 (centres undefined),-3.8,0.8,9.8,19.9,0.321,25.4,0.7,1470,0.8,6.4,3.1
Cn1c(CN2CCCC2)nc2cc(NC(=O)COc3ccccc3)ccc21,2.3,1,12.4,4.1,nt,1.1,0.9,1668,0.9,nt,10.4
CNC(=O)c1ccc(NC(=O)c2cccc(C(F)(F)F)c2)cc1,0.5,0.9,6.8,10.1,-0.513,0.5,1,1424,0.9,-9.6,2.9
CC(C)C(=O)Nc1ncc(Cc2ccc(Cl)cc2)s1,14.8,nt,7.7,nt,1.51,8.8,nt,1704,nt,2.0,4.7
Cc1cc(C)cc(N(CC(=O)NCC2CCCO2)S(=O)(=O)c2c(C)noc2C)c1 (centres undefined),-4.2,0.9,1.5,6.4,nt,12.1,1,1530,1,-7.3,-0.1
Cc1nnc2ccc(N3CCN(c4cccc(C(F)(F)F)c4)CC3)nn12,10.1,0.9,5.4,8.2,nt,-9.8,0.9,1449,0.9,-12.9,-1.0
CC/C(=C(\c1ccc(O)cc1)c1ccc(OCCN(C)C)cc1)c1ccccc1,-6.5,1.4,11.2,-39.8,nt,15.8,0.9,1311,1,-7.2,-2.5
CN(C(=O)COc1ccc(C(C)(C)C)cc1)C1CCS(=O)(=O)C1 (centres undefined),-2.9,0.9,0.8,10.3,nt,-16.2,0.9,1319,0.9,-16.2,-11.9
CN1C(=O)C(CC(=O)Nc2ccccc2)S/C1=N/c1nccs1 (centres undefined),8.8,1.1,-2.3,-11.3,1.08,4.6,1,1466,1,-7.1,2.9
COc1ccc(NC(=S)NCc2cccs2)cc1,-0.1,1,-6.6,-4.4,-1.07,5.5,1,1453,1.1,7.8,-3.3
O=C(C[n+]1cc(Br)cc(Br)c1)c1cccc([N+](=O)[O-])c1,-7.1,0.9,7.6,12.9,-1.23,3.5,1.4,1424,1.4,-6.4,2.0
CC1CCCN(C(=O)CCCn2c(=S)[nH]c3ccccc3c2=O)C1 (centres undefined),-5.6,0.8,13.0,22.6,-0.00874,17.1,1,1609,1.1,nt,-0.4
COc1cc(C(=O)ON=C2C=C(C)C(=O)C(C)=C2)cc(OC)c1OC,1.5,0.7,-0.8,29.8,1.16,18.7,0.7,1488,0.4,-4.6,0.9
Cc1cccc2nc(-c3cccnc3)c(Nc3ccccc3)n12,11.2,1.1,9.7,-13.0,0.0475,-0.1,1.2,1508,1.2,-8.9,-0.1
Cc1cc(C)n(CC(=O)c2ccccc2)c(=O)c1C#N,2.0,0.9,7.0,5.6,0.333,2.0,1,1563,1,nt,-0.8
COc1ccccc1NC(=O)N(C1CCCC1)C1CCN(C(C)=O)CC1,-0.6,0.8,7.8,21.4,nt,25.1,0.9,1470,0.9,-6.9,12.2
Cc1oc(-c2ccccc2F)nc1CN1CCC(C(=O)NC2CC2)CC1,10.5,1,1.2,0.4,-0.479,-3.9,1.1,1543,1,-9.0,1.4
CCOC(=O)c1ccc(NC(=O)CSc2nnnn2CCCO)cc1,3.6,0.9,10.7,6.5,nt,11.4,0.9,1529,0.9,0.5,-3.0
CC(C)[C@H](N)c1nnc(SCc2ccc(Cl)cc2)o1,1.1,0.9,3.3,8.9,nt,3.0,1,1445,1,-48.5,-7.2
O=C(NNC(=S)Nc1ccccc1C(F)(F)F)c1cccnc1,2.8,1.1,6.7,-6.7,0.496,4.6,1.1,1448,1.1,11.2,6.9
Cc1cccc(-c2nc(CN3CCCC(C(=O)NC4CCCCCC4)C3)c(C)o2)c1 (centres undefined),7.1,0.9,1.9,11.1,-3.52*,4.5,1,1353,0.9,-6.4,5.0
O=C(c1ccc(Br)cc1)c1cc([N+](=O)[O-])ccc1N1CCCCC1,-7.4,0.9,17.0,13.0,nt,6.2,0.8,1686,0.9,nt,-3.8
CN(C)c1nc(N(C)C)nc(N2CCCCC2)n1,-0.3,0.9,-2.5,14.6,nt,1.8,0.9,1536,0.9,nt,-1.3
Cc1cc(SCC(=O)N2CCC(c3noc4ccc(F)cc34)CC2)nc2ccccc12,0.7,0.8,1.6,23.7,nt,-57.2,0.8,1462,0.8,-12.1,-1.5
COc1ccc(/C(C)=C2/SC(=S)N(CCC(=O)O)C2=O)cc1,-0.8,0.9,-7.2,11.6,0.00377,0.7,1,1526,1,nt,3.0
O=C(NCCc1nc(-c2ccccc2)cs1)c1ccc(Br)cc1,1.5,0.8,2.5,24.8,-1.68,-22.2,0.8,1549,0.9,-7.4,-1.5
COc1ccc2[nH]c(=O)c(CN(C(=O)NC3CCCCC3)C3CCCCC3)cc2c1,2.6,0.9,8.0,13.4,-1.85,-38.2,0.9,1729,0.9,7.9,1.9
COc1ccc([N+](=O)[O-])cc1NC(=O)c1ccc(C)o1,2.8,0.9,-1.1,12.9,nt,-0.1,1,1697,1,1.0,5.0
Cc1ccsc1C(=O)Nc1nnc(-c2ccco2)o1,5.5,0.9,-5.1,12.4,nt,-14.8,1,1444,1,0.3,2.6
O=S1(=O)CCN(Cc2ccc(Cl)c(Cl)c2)CC1,-2.5,0.9,3.5,8.6,nt,7.4,1,1669,0.9,nt,1.1
Cc1ccc(NC(=O)CS(=O)CC(=O)N(CC(=O)NC2CCCC2)c2cccc(C)c2C)cc1 (centres undefined),2.4,0.9,-5.5,10.8,nt,17.2,1,1658,1,-17.0,-11.3
CCOC(=O)N1CCN(C(=O)c2ccc(OCC)c(OCC)c2)CC1,0.1,1,9.1,-1.8,0.296,-2.1,1,1536,1,nt,-18.5
O=C1C2C3C=CC(C3=C3CCCCC3)C2C(=O)N1Cc1ccccc1 (centres undefined),4.8,0.7,5.8,26.2,nt,5.4,0.8,1553,0.9,-4.2,0.1
Cc1cccc(C)c1OCC(=O)NNC(=O)c1ccoc1C,-0.3,0.9,3.6,14.7,nt,-9.6,0.9,1400,1,nt,8.3
Cc1ccc([N+](=O)[O-])cc1NC(=O)c1ccc2c(c1)OCO2,0.0,0.7,-7.3,32.3,-0.801,9.3,0.9,1620,0.9,-4.0,-3.1
Cc1ccc(CC(NC(=O)c2ccccc2)C(=O)NC(Cc2ccccc2)C(=O)O)cc1 (centres undefined),9.8,1,11.6,2.6,-0.0561,3.4,1.3,1744,1.2,-7.1,7.4
CCOC(=O)C(/C=C(\C#N)C(=O)OCC)=C(/N)N1CCN(c2ccc(Cl)cc2)CC1,1.8,0.8,4.7,15.1,-1.58,1.7,0.8,1615,0.9,nt,4.1
Cc1cc(C)c(S(=O)(=O)N2CCN(C)CC2)c(C)c1,3.6,1,-10.6,4.7,-0.971,-4.8,1.1,1414,1.1,18.1,-3.7
CCCCOCCCNC(=O)c1c(-c2ccccc2)noc1C,-7.5,1,-3.6,3.4,1.58,4.2,1,1170,1,8.3,-7.1
C(=N\Nc1nc(N2CCCC2)nc(N2CCCC2)n1)/c1cccnc1,3.2,1.1,4.9,-6.1,nt,3.4,1.1,1501,1,7.3,5.3
O=C(c1ccco1)N1CCN(S(=O)(=O)c2ccc3c(c2)CCN3C(=O)C2CCC2)CC1,-0.9,0.9,-5.4,7.3,nt,-4.0,1,1339,1,26.7,-6.0
CCC(=O)Nc1ccc(C(=O)OCc2ccccc2Cl)cc1,-4.5,0.8,3.8,18.4,-0.666,3.8,1,1427,1,nt,-3.5
COCCN1C(=O)c2ccccc2C(C(=O)NCCCN2CCCC2)C1c1c[nH]c2ccccc12 (centres undefined),6.7,0.9,7.5,5.3,-0.254,4.4,1,1668,0.9,-22.6,-1.6
Cc1ccc(Nc2nc(-c3sc(NC(=O)c4ccccc4)nc3C)cs2)cc1,7.4,0.8,8.0,15.0,nt,5.5,0.7,1449,0.7,nt,3.4
C/C(=C\C(=O)c1ccc(F)cc1)NCc1ccc2c(c1)OCO2,-4.2,0.9,3.8,5.7,nt,3.4,0.9,1672,0.9,nt,-0.5
CCOC(=O)c1cnc2c(ccc3ccccc32)c1NCCO,-6.5,0.8,8.5,16.9,nt,8.5,0,1498,0.6,nt,-0.1
CCOC(=O)C1CCCN(c2ncnc3c2oc2ccccc23)C1 (centres undefined),-0.3,0.8,4.9,22.6,nt,6.8,1,1390,1,4.3,9.2
c1nc(N2CCCCCC2)c2[nH]cnc2n1,1.2,0.8,1.4,23.7,nt,-15.2,0.9,1535,0.9,-6.6,6.1
CC1CCN(C(=O)Cn2c(=O)n(CCc3ccccc3)c(=O)c3ccccc32)CC1,8.1,0.9,5.7,14.2,-0.0652,0.5,0.9,1579,1,-19.6,-4.9
COC(=O)c1nnn(CC(=O)Nc2cc(Cl)ccc2C)c1C(=O)OC,-0.3,1,-2.3,3.8,-0.396,0.5,1,1568,1,nt,-1.6

# Sorted by molar mass (highest first): some entries from above
SMILES,PPARg SRC-1 ag,Diaph act CS,PPARg SRC2 recr,Diaph inh CS,ROMK mod,G6PDH counter,PMI activator,SRC2 TRFRET art,PMI act hi M6P,S1P3 antag,PPARg SRC3 recr
CC1CCN(C(=O)Cn2c(=O)n(CCc3ccccc3)c(=O)c3ccccc32)CC1,8.1,0.9,5.7,14.2,-0.0652,0.5,0.9,1579,1,-19.6,-4.9
CCC(=O)Nc1ccc(C(=O)OCc2ccccc2Cl)cc1,-4.5,0.8,3.8,18.4,-0.666,3.8,1,1427,1,nt,-3.5
CCOC(=O)c1cnc2c(ccc3ccccc32)c1NCCO,-6.5,0.8,8.5,16.9,nt,8.5,0,1498,0.6,nt,-0.1
c1nc(N2CCCCCC2)c2[nH]cnc2n1,1.2,0.8,1.4,23.7,nt,-15.2,0.9,1535,0.9,-6.6,6.1

# (cont.)
SMILES,PPARg SRC-1 ag,Diaph act CS,PPARg SRC2 recr,Diaph inh CS,ROMK mod,G6PDH counter,PMI activator,SRC2 TRFRET art,PMI act hi M6P,S1P3 antag,PPARg SRC3 recr
COc1ccc(N2CCN(C(=O)c3cccc(Cn4cc(Cl)cn4)c3)CC2)cc1,-7.4,0.8,0.6,15.0,nt,10.6,0.8,1472,0.9,8.3,0.0
COc1ccccc1CNS(=O)(=O)c1ccc(NC(C)=O)cc1,-2.1,0.9,-2.5,8.1,0.314,-9.3,1,1395,1,21.6,2.2
CC(c1ccccc1)N1CCn2c(nc3cc(NS(C)(=O)=O)ccc32)C1 (centres undefined),-5.3,0.8,5.3,22.5,-0.194,4.3,0.9,1549,0.9,-15.5,-0.8
COc1cc(C2C(C(N)=O)=C(C)Nc3nc(CCCO)nn32)cc(OC)c1OC (centres undefined),nt,0.8,nt,22.5,nt,-1.8,1,nt,0.9,-1.8,nt
